MEP2-GFP yeast = alters MEP2-GFP fluorescence in TOR pathway yeast screen | S. cerevisiae MEP2-GFP strain, flow cytometry GFP, 3 h; 100% = DMSO control level | GFP response vs DMSO, % at 10 µM | hit rate 0.51% among 330,000 | AID 2016;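 active means GFP response versus DMSO above a set limit, roughly screen mean plus 3 SD, cut at about 180% in these data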;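 further: median GFP fluorescence of the barcode-gated MEP2-GFP cells per well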
ZTA DNA inh = blocks Epstein-Barr virus ZTA, an EBNA-1 counter-screen; P03206; ZTA-DNA binding, fluorescence polarization; inhibition, % at 11 µM; hit rate 0.15% among 320,000; in the data active means inhibition above about 33%
RPL19A-GFP yeast = modulators of TOR pathway RPL19A-GFP in S. cerevisiae. S. cerevisiae RPL19A-GFP strain, flow cytometry, 3 h; stronger effect = lower value. percent response vs DMSO, % at 10 µM. hit rate 0.3% among 330,000. AID 2025;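 active means percent response vs DMSO below 50%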;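 further: median channel GFP fluorescence of the barcoded RPL19A-GFP strain; ratio of sample median GFP to plate DMSO average so 100% = DMSO; lower means less RPL19A-GFP as with rapamycin TOR inhibition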
LAP4-GFP MLPCN = modulators of TOR pathway LAP4-GFP in S. cerevisiae | hit rate 0.34% among 320,000 | GFP response vs DMSO, % at 10 µM | S. cerevisiae LAP4-GFP multiplex, flow cytometry GFP, 3 h; median GFP as percent of DMSO wells | AID 2023;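 active means GFP response vs DMSO above a set limit, about the screen mean plus 3 SD, cut at about 150% in these data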
AHR activator = human AHR activation | AHR-responsive luciferase reporter cells, luminescence | AID 2796 | hit rate 2.5% among 320,000 | activation, % at 5 µM; in the data active means activation above about 47%;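 further: 0% = vehicle wells and 100% = reference agonist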
Target sequence (P35869 whole entry, looked up): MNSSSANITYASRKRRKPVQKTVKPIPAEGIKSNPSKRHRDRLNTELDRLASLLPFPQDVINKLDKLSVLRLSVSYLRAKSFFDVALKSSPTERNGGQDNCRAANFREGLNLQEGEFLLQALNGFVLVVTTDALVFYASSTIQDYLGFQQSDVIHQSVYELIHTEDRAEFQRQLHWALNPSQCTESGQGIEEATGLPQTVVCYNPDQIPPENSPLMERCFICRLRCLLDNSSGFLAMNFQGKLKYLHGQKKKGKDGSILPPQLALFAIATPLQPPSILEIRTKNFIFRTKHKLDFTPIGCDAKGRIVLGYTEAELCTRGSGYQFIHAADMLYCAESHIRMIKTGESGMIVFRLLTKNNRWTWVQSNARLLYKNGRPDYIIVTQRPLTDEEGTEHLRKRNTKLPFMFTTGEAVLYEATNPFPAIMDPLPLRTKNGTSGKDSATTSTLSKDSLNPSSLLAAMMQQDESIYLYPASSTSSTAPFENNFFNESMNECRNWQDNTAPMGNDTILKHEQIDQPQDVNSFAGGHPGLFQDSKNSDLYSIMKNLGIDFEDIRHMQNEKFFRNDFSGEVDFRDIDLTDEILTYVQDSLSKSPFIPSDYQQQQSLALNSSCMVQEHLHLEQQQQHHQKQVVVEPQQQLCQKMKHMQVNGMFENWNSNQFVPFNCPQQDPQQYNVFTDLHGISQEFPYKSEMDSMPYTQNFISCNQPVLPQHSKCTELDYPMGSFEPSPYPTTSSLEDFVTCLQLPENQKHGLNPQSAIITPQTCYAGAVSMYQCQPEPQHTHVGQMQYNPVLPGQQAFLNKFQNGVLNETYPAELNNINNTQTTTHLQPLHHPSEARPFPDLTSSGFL
procasp7 counter = counter-screen for procaspase-3 activators: activators of human procaspase-7; recombinant procaspase-7, Ac-DEVD-pNA absorbance 405 nm; D23A/D198A/D206A triple mutant, cannot self-cleave; scale: DMSO 0, 5 µM enzyme 100; activation, % at 8.5 µM; hit rate 0.093% among 330,000; AID 463210;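 active means percent activation above the screen-wide mean plus 3 SD, cut at about 25% in these data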
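Assay system: Uncleavable procaspase-7 mutant enzyme | Input: 2 µM procaspase-7 mutant as dispensed | Timing: 1 h compound preincubation, 2 h substrate cleavage, 25 °C | Repeats: One well per compound | Control set: DMSO wells as 0%, DMSO with 5 µM added PC-7 as 100% | Technique: Epi-absorbance of released pNA at 405 nm, two timepoints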
procasp3 activ = procaspase-3 (human) activation; P42574; recombinant procaspase-3 D3A, Ac-DEVD-pNA absorbance 405 nm; activation, % at 8.5 µM; hit rate 0.11% among 330,000;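 active means activation above the mean of all tested compounds plus 3 SD, cut at about 21% in these data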;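 further: 0% = DMSO alone and 100% = DMSO wells spiked with extra 5 µM PC-3 D3A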
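Assay system: Procaspase-3 D3A mutant, all three cleavage aspartates alanine. Buffer or medium: Zinc-free HEPES saline buffer with Triton X-100. Times: 1 h compound preincubation, 2 h substrate hydrolysis at 25 °C. Measured by: 405 nm absorbance of p-nitroaniline, reads at 0 and 120 min. Read-out basis: percent activation relative to control range. Replicates: singlicate.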
EBNA-1 inh = blocks EBNA-1 binding to DNA. EBNA-1 DNA binding, fluorescence polarization. inhibition, % at 14.8 µM. hit rate 0.34% among 300,000. AID 1950; in the data active means inhibition above about 28%
* hit, by the source's call; · = no result given.

SMILES	MEP2-GFP yeast	ZTA DNA inh	RPL19A-GFP yeast	LAP4-GFP MLPCN	AHR activator	procasp7 counter	procasp3 activ	EBNA-1 inh
CN(C)C=Nc1c(Br)cc(Br)c2nonc12	118	4	102	110	-5	1	-9	10
CCOCCCNC(=O)C(c1ccc(Cl)cc1)N1CCN(C(=O)c2ccco2)CC1 (stereo not given)	104	-18	100	103	-1	9	8	-5
Cn1c(=O)n(C)c2cc(/C=N/NC(=S)NCc3ccccc3)ccc21	98	-19	101	97	12	0	-3	-12
O=C(Cc1ccc(NC2=NC3CS(=O)(=O)CC3S2)cc1)Nc1ccc(F)cc1 (stereo not given)	103	-2	109	110	-1	-6	4	0
Cc1[nH]n(-c2ccccc2)c(=O)c1/C=C1\C=NN=C1c1ccccc1	111	-4	102	117	5	-4	-3	0
CC(C)NC(=O)c1cccc2c1-c1ccccc1C2=O	99	3	101	93	-1	-5	-3	-2
O=C1NC(Cc2ccc(O)cc2)c2nc3ccc(Cl)cc3c(=O)n2-c2ccc(Cl)cc21 (stereo not given)	96	·	98	97	26	6	-3	·
CCOC(=O)CSc1nc(-c2ccccc2)ns1	101	0	95	100	3	-11	-13	-2
CNC(C)C#Cc1ccc2oc3cccc(OC)c3c(=O)c2c1 (stereo not given)	103	4	101	98	-5	-2	-7	-10
O=C(CSc1nc2ccccc2[nH]1)N/N=C/c1ccncc1	99	4	100	109	14	3	6	5
COc1cccc(-c2ccc(NC(=O)C3CCCN(Cc4cnn(C(C)C)c4)C3)cc2)c1 (stereo not given)	105	-13	107	90	-2	-2	8	2
O=c1c2ccccc2nc(/C=C/c2ccc([N+](=O)[O-])o2)n1CCCO	230*	-4	104	193*	3	9	-2	-9
CCOC(=O)/C=C/c1ccccc1S(=O)(=O)NC(C)(C)C	95	2	106	126	-1	-4	-7	-14
O=C(NN=C1CCC(c2ccccc2)CC1)c1ccccc1-n1cccc1 (stereo not given)	80	-4	109	92	117*	12	-3	-4
CCOc1ccc2nc(N3CCC(C(=O)N4CCN(C5CCCCC5)CC4)CC3)sc2c1	102	1	101	101	3	9	-3	5
CCOC(=O)Cn1nnc(-c2ccc(SC)cc2)n1	96	-1	98	106	3	0	6	-5
CNC(=O)NC(=O)CN1C(=O)NC2(CCOc3ccccc32)C1=O (stereo not given)	103	-14	105	90	0	7	9	-6
O=C(NC(=S)Nc1ccc2[nH]c(=O)[nH]c2c1)c1ccccc1Cl	105	-6	112	97	0	-1	-11	5
CC(C)=NOCC(=O)Nn1c(COc2c(C)cccc2C)nc2ccccc2c1=O	109	-2	107	100	5	5	7	-13
O=C(/C=C/Nc1ccc(S(=O)(=O)Nc2cnc3ccccc3n2)cc1)c1cccnc1	93	-13	95	88	11	-7	-2	2
COC(=O)c1ccc(CNC(=O)COC(=O)CCC(=O)c2ccc(F)cc2)cc1	86	·	91	86	-1	-1	0	·
COc1cccc(C(=O)NCC(c2ccco2)N2CCc3ccccc3C2)c1 (stereo not given)	106	-13	107	100	7	14	5	-19
CCCCc1[nH]c(=O)c(C#N)c2c1CCCC2	107	-20	105	103	0	-11	8	-13
CC(=O)Nc1ccc(S(=O)(=O)Nc2cccc(N(C)S(C)(=O)=O)c2)cc1	93	4	94	93	3	17	6	-1
Cc1ccc(C(C(=O)NCc2ccccc2)N(C(=O)c2csnn2)C2CC2)cc1 (stereo not given)	107	-5	107	98	5	-4	3	-6
O=C(Cc1cccc2ccccc12)NC(NC(=S)Nc1ccccc1Cl)C(Cl)(Cl)Cl (stereo not given)	95	-21	102	81	-1	3	3	-2
O=C(NC1CCS(=O)(=O)C1)c1cccc(Br)c1 (stereo not given)	102	-2	101	99	-1	10	0	-3
Cc1ccc(C)c(OCC(=O)NC(Cc2c[nH]c3ccccc23)C(=O)O)c1 (stereo not given)	97	10	101	107	0	-1	0	-7
O=C(O)/C=C/c1coc2ccccc2c1=O	109	-10	109	88	4	-1	0	-7
Cc1sc2ncnc(SCC(=O)c3ccc(Cl)s3)c2c1C	106	-18	97	104	19	11	7	2

The final five compounds of the section before lead into the next:
SMILES	MEP2-GFP yeast	ZTA DNA inh	RPL19A-GFP yeast	LAP4-GFP MLPCN	AHR activator	procasp7 counter	procasp3 activ	EBNA-1 inh
O=C(Cc1cccc2ccccc12)NC(NC(=S)Nc1ccccc1Cl)C(Cl)(Cl)Cl (stereo not given)	95	-21	102	81	-1	3	3	-2
O=C(NC1CCS(=O)(=O)C1)c1cccc(Br)c1 (stereo not given)	102	-2	101	99	-1	10	0	-3
Cc1ccc(C)c(OCC(=O)NC(Cc2c[nH]c3ccccc23)C(=O)O)c1 (stereo not given)	97	10	101	107	0	-1	0	-7
O=C(O)/C=C/c1coc2ccccc2c1=O	109	-10	109	88	4	-1	0	-7
Cc1sc2ncnc(SCC(=O)c3ccc(Cl)s3)c2c1C	106	-18	97	104	19	11	7	2
COc1ccc(CNCc2cccn2C)cc1	95	0	97	90	-3	16	-3	-9
Cc1ccc(NC(=O)c2ccccc2OCC(=O)Nc2ccccc2F)cc1S(=O)(=O)N(C)C	95	-15	98	96	-1	0	2	·
Cc1ccc(S(=O)(=O)Nc2ccc3c(c2)c2c(n3S(=O)(=O)c3ccc(C)cc3)CCCC2=O)cc1	97	-5	98	93	1	-8	-5	26
COCCNC(=O)c1ccccc1NS(=O)(=O)c1ccc(C)c([N+](=O)[O-])c1	101	6	100	91	1	3	2	-5
O/C(=C\c1ccc2ccccc2n1)c1ccc(O)cc1O	93	2	95	107	41	3	2	0
CCOc1ccc(CN(C)C(=O)c2cccnc2SC)cc1OC	107	-12	115	103	2	-9	10	1
Cc1cccc(C(=O)OC2CCN(C)CC2)c1	107	-11	104	105	1	14	7	-4
O=C1CSC(=S)N1/N=C/c1ccc(Cl)c([N+](=O)[O-])c1	93	4	97	113	0	3	3	6
CCN(CC)c1ccc(/C=C2\SC(=O)N(C(C)C)C2=O)o1	110	-1	89	256*	-1	-19	-7	-4
Cc1cc(C)cc(C(=O)Nc2cc3c4c(c2)CC(=O)N4CCC3)c1	105	1	103	103	-5	6	5	-3
CC(C)c1ccc(NNC(=O)C2CCC2)cc1	100	-4	101	100	49*	-6	-13	-14
COCCN(CCOC)C(=O)N1CCOCC1	91	-4	86	105	-4	0	-10	-4
COc1ccc(/C=C(/NC(=O)c2ccccc2)C(=O)NC2CCS(=O)(=O)C2)cc1 (stereo not given)	108	3	107	112	5	-10	-1	2
CCC(=O)c1ccccc1OCCN1CCN(CC)CC1	92	2	94	95	-1	7	14	3
C=CCNC(=O)c1ccc(Sc2ccccc2)c([N+](=O)[O-])c1	116	-22	99	95	6	13	-7	0
NC(=O)c1ccccc1NC(=O)CN1CCN(Cc2ccccc2)CC1	110	-20	109	97	1	1	11	-8
COc1ccc(/C=N/NC2=NS(=O)(=O)c3ccccc32)cc1OC	104	1	105	97	1	7	3	10
CCCN(Cc1cc2cccc(C)c2[nH]c1=O)S(C)(=O)=O	106	-17	99	103	18	-7	0	-4
O=C(Nc1cccnc1)OC1CCCC1	103	-11	104	98	3	-4	0	-3
Cc1ccc(C(=O)N2C3C=CC(C3)C2(C(F)(F)F)C(F)(F)F)cc1 (stereo not given)	101	-12	100	100	-2	9	4	-6
CCOC(=O)c1c(C)[nH]c(C(=O)OCc2ccc(C)cc2)c1C	101	3	96	98	49*	4	11	13
COc1ccc(CNc2nc3nc4c(c(=O)n3[nH]2)CCC4)cc1	94	-11	94	90	-3	8	0	-9
CCOC(=O)N1CCN(C(=O)CSc2nnc(-c3cccc(OC)c3)o2)CC1	99	-9	105	95	1	-3	-9	0
O=[N+]([O-])c1ccc(-c2cn3c(n2)SCC3)cc1	91	14	89	109	-1	-1	-4	0
CC(C)c1cc(C(C)C)c(S(=O)(=O)NNC(=O)c2ccncc2)c(C(C)C)c1	130	-5	102	94	5	4	-2	-11
COc1ccc(-c2cc(C(=O)N(C)CC(=O)Nc3cccc(F)c3)c3ccccc3n2)cc1	104	11	101	108	9	-5	13	-5
COc1c(N)c2ccccc2[nH]c1=O	116	-2	101	110	13	-21	-15	-3
CC(C)OCCCNC(=O)C(NC(=O)c1ccc(Cl)cc1)C(C)C (stereo not given)	115	5	99	104	2	-4	-6	-8
CCc1c(C(=O)N2CCCN(C)CC2)csc1C	104	-17	102	100	-2	6	5	7
CC(C)(C)OC(=O)NCc1ccc(CNC(=O)c2[nH]cnc2C(=O)N[C@@H](Cc2ccccc2)C(=O)OC(C)(C)C)cc1	89	-15	98	125	2	2	-1	3
O=C(O)c1ccc(OCC(F)(F)F)nc1	97	0	105	106	0	5	9	-1
Cc1cccnc1NC(=O)CSc1ccc2c(c1)OCCO2	97	-9	90	88	0	11	4	·
Cc1cccc(NC(=O)CSc2nnnn2-c2ccc3c(c2)OCCO3)n1	96	-9	97	80	10	-2	7	0
COc1ccc(CN(C)C(=O)COc2cccc(-n3cnnn3)c2)cc1OC	95	·	99	93	0	7	6	·
CC(=O)N1CCC(N(CCN2CCOCC2)C(=S)Nc2cc(C)ccc2C)CC1	96	11	96	94	-1	2	7	-7
O=C1NCCNC(=O)c2ccccc2OCCOc2ccccc21	100	19	104	90	4	-6	16	-4
O=C(NCCc1ccccc1)C1CCN(c2ncccn2)CC1	99	-5	93	97	4	2	3	-17
COC(=O)c1ccccc1NC(=O)CSc1nnc(COc2cccc(OC)c2)n1C	103	1	101	108	5	6	-5	-6
O=C(Cn1c(-c2cscn2)nc2ccccc21)Nc1ccc2ccccc2c1	101	6	98	108	16	-9	5	-11
CCONc1ncnc2nonc12	107	-1	106	98	-1	1	-2	-1
O=C1[C@H]2[C@@H](/C=C/c3ccccc3)N3C(=O)CN(CCO)C(=O)[C@@]3(Cc3ccccc3)[C@H]2C(=O)N1c1ccccc1	98	-19	94	93	3	-5	-3	-11
CC(C)NC(=O)COC(=O)c1ccc(NS(=O)(=O)c2ccc3c(c2)OCCO3)cc1	99	1	92	93	1	-4	-9	9
CCOc1ccc(Nc2nc3c(c(=O)[nH]2)CCCC3)cc1	99	-2	92	94	23	7	7	6
O=C(NCCc1nc(-c2ccccc2)cs1)c1ccc(Br)cc1	97	-3	96	105	5	7	-3	-3
COc1ccc(NC(=O)[C@H](C)NC(=O)C2CCN(S(=O)(=O)c3ccc(C)cc3)CC2)cc1	102	-4	97	95	3	-6	6	2
COc1ccc(-c2cn(CCC(=O)O)c(-c3ccncc3)n2)cc1	99	-6	100	93	3	-2	5	6
Cc1cc(-n2c(C)cc(C(=O)COc3cc(F)ccc3[N+](=O)[O-])c2C)no1	102	6	102	106	2	1	1	·
CC(=O)c1cccc(NC(=O)NCc2cccs2)c1	101	4	101	94	-1	-8	0	-1
Cc1ccc(N2C(=O)C3C4C=CC(CC4)C3C2=O)cc1Cl (stereo not given)	103	4	106	92	3	-10	-1	7
O=C(OCCCN1CCOCC1)c1ccc(O)c(O)c1	99	3	98	99	2	4	-9	0
C[C@@H]1CN([C@@H](C)CO)C(=O)c2cccc(NS(C)(=O)=O)c2O[C@H]1CN(C)C(=O)Nc1ccc(F)cc1	90	·	91	87	0	-4	3	·

High-throughput results: PubChem, several laboratories
